Compound activity as filed in PubChem BioAssay.
AMPAR-TARP mod = modulators of GluA2-stargazin AMPA receptor complexes, primary screen, cell-based, membrane potential dye. Voltage-dependent calcium channel gamma-2 subunit (Mus musculus) + Glutamate receptor 2 …. HEK293 GluA2+stargazin, membrane potential dye (FDSS), glutamate EC50; hits were called plate by plate, in both directions. calls only at 30 µM. actives 3.5% (n = 40,000);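 active means any of four per-well response measures lying three or more SD from its plate-wide compound average, in either direction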
Target sequence (O88602 whole entry, looked up): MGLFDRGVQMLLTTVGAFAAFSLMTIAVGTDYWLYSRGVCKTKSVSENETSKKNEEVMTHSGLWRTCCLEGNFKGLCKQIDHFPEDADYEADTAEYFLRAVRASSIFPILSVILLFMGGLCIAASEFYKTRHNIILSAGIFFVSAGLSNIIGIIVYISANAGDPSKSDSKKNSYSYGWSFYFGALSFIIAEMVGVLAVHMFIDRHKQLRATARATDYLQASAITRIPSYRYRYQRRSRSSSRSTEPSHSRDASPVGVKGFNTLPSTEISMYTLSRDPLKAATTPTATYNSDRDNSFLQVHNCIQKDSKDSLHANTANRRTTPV
Target sequence (P19491 whole entry, looked up): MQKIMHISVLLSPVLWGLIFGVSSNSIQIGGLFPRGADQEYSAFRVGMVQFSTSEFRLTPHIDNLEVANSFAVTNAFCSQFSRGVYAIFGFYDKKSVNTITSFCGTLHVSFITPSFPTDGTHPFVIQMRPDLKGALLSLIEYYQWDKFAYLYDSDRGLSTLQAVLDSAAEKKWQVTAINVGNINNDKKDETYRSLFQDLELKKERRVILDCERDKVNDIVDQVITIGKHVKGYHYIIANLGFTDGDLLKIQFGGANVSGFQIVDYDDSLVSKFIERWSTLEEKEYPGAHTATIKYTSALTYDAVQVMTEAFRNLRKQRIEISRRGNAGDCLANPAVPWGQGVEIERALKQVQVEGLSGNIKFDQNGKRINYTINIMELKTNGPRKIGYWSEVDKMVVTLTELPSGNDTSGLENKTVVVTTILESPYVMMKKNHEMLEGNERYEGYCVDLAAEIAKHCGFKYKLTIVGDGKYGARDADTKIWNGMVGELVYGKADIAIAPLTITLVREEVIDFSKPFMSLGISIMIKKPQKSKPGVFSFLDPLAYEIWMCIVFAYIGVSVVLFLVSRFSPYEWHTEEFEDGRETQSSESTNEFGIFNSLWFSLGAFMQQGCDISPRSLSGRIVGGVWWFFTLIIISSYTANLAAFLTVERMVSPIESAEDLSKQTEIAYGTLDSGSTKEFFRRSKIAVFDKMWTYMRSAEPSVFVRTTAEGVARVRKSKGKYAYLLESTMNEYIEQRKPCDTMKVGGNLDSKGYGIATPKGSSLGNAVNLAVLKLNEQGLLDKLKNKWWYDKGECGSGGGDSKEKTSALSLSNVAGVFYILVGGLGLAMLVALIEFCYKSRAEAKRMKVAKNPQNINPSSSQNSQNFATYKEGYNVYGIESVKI
AMPAR-TARP mod agonism max-min = also measured in AMPAR-TARP mod; calls as there; compound max-min signal; compound-alone response (agonism);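 unitless range of fluorescence divided by baseline over first 100 seconds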
AMPAR-TARP mod glutamate slope = recorded beside AMPAR-TARP mod, whose call it bears; glutamate slope, % of max; measured here: glutamate response slope, % max;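 scaled per plate between vehicle wells and maximal 1 mM glutamate control wells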
* hit, by the source's call; i = inactive; + = active, no number; & = joins results of further samples.

entry | canonical_smiles | AMPAR-TARP mod agonism max-min | AMPAR-TARP mod glutamate slope | AMPAR-TARP mod
1 | COC(=O)C1=C(C)NC2=C(C(=O)CC(C)(C)C2)C1c1c(F)cccc1F (stereo not drawn) | 0.061 | 56 | i
2 | COc1ccc(S(=O)(=O)Nc2nc(C(=O)NCc3ccco3)cs2)cc1 | 0.052 | 37 | i
3 | COc1cc2cc(CNc3ccccc3)c(=O)n(CC(=O)Nc3cccc(Cl)c3C)c2cc1OC | 0.087* | 2.4* | +
4 | Cc1ccc(Cn2c(=O)c3ccccc3n3c(CCC(=O)N4CCN(c5cccc(C(F)(F)F)c5)CC4)nnc23)cc1 | 0.059 | 46 | i
5 | Cn1c(=O)c2c(nc(NCCCN3CCOCC3)n2Cc2ccc(Cl)cc2)n(C)c1=O | 0.18 | 47 | i
6 | O=C(C1CCN(c2ccc(-c3ccccc3)nn2)CC1)N1CCN(c2ccc(C(F)(F)F)cn2)CC1 | 0.13 | 56 | i
7 | NC(=O)C1CCN(C(=O)CCc2csc(NS(=O)(=O)c3ccccc3)n2)CC1 | 0.099 | 57 | i
8 | CNC(=O)CCNS(=O)(=O)c1ccc(C)c(N(C)S(C)(=O)=O)c1C | 0.13 | 63 | i
9 | COc1ccc(C(C)(C)C)cc1S(=O)(=O)NC1CC(C)(C)NC(C)(C)C1 | 0.1 | 66 | i
10 | Cn1c(=O)n(Cc2cccnc2)c(=O)c2c(N3CCN(C(=O)C4CC4)CC3)ccnc21 | 0.08 | 47 | i
11 | CN(C1CCCCC1)S(=O)(=O)c1ccc(C(=O)Nc2ccc3scnc3c2)cc1 | 0.036 | 56 | i
12 | Cc1ccc(NCCNS(C)(=O)=O)nn1 | 0.13 | 61 | i
13 | COc1cccc(N2CCCn3c2nc2c3c(=O)n(Cc3ccc(C)cc3)c(=O)n2C)c1 | 0.078 | 37 | i
14 | CN(C)C(CNC(=O)NCc1ccc(F)cc1)c1ccccc1Cl (stereo not drawn) | 0.054 | 51 | i
15 | CCCNC(=O)/C(C#N)=C1\N=C(NC(=O)c2ccc(OC)c(OC)c2)c2ccccc21 | 0.18 | 54 | i
16 | CC(C)c1ccc(OCC(=O)NCC2CCN(S(=O)(=O)C3CC3)CC2)cc1 | 0.038 | 34 | i
17 | COc1ccc(S(=O)(=O)Nc2ccc3c(c2)N(C(=O)C2CC2)CC3)cc1 | 0.082 | 41 | i
18 | COc1ccc(-c2nn(C)c(=O)c3ccccc23)cc1CNC(=O)COc1cccc(C)c1 | 0.086* | 35* | +
19 | CCOCCn1c(N2CCN(Cc3ccc(C)cc3)CC2)nc2c1c(=O)[nH]c(=O)n2C | 0.092 | -2 | i
20 | COc1ccc(S(=O)(=O)Nc2ccc(N3CCCCS3(=O)=O)cc2)cc1OC | 0.083 | 73 | i
21 | CCn1nnc2c(N3CCc4cc(OC)c(OC)cc4C3C)ncnc21 (stereo not drawn) | 0.099 | 62 | i
22 | COc1ccc(S(=O)(=O)CC(=O)Nc2nc3ccc4sc(C)nc4c3s2)cc1 | 0.037 | 45 | i
23 | Cc1ccc2c(=O)c(-c3nc(-c4ccccc4C)no3)cn(CC(=O)NCCCc3ccccc3)c2n1 | 0.034 | 38 | i
24 | COc1ccc(S(=O)(=O)c2cc3cc(C(C)(C)C)cc(O)c3oc2=O)cc1 | 0.12 | 48 | i
25 | COc1ccc(OC)c(N2CC(c3nc(-c4ccc5c(c4)OCO5)no3)CC2=O)c1 (stereo not drawn) | 0.047 | 61 | i
26 | O=C(NCCc1ccccc1)C(=O)NCC1(c2cccs2)CCOCC1 | 0.12 | 52 | i
27 | Cn1c(=O)n(CC(=O)N2CCCCC2)c2ccccc21 | 0.052 | 31 | i
28 | COc1ccc(/C=C2\SC(=S)N(c3ccccc3C)C2=O)cc1OC | 0.11 | 70 | i
29 | COC(=O)c1ccc2c(=O)n(Cc3ccc(C(=O)NC4CCCC(C)C4C)cc3)c(=S)[nH]c2c1 (stereo not drawn) | 0.087 | 83 | i
30 | O=C1CC(c2nc3ccccc3n2Cc2c(F)cccc2Cl)CN1Cc1ccccc1 (stereo not drawn) | 0.28* | 46* | +

Copied from the list:
compound 28 in AMPAR-TARP mod agonism max-min shows 0.11
compound 30 in AMPAR-TARP mod glutamate slope shows 46*
compound 17 in AMPAR-TARP mod agonism max-min shows 0.082
compound 22 in AMPAR-TARP mod glutamate slope shows 45
compound 18 in AMPAR-TARP mod agonism max-min shows 0.086*

(continued)
entry | canonical_smiles | AMPAR-TARP mod agonism max-min | AMPAR-TARP mod glutamate slope | AMPAR-TARP mod
31 | Cc1ccc(-n2nnnc2SCC(=O)N2CCOCC2)cc1Cl | 0.063 | 72 | i
32 | CC(C)C(=O)Nc1ccc(SCC(=O)Nc2ccc(C(C)C)cc2)nn1 | 0.12 | 56 | i
33 | COc1ccc(N2CCCn3c2nc2c3c(=O)n(Cc3ccccc3C)c(=O)n2C)c(OC)c1 | 0.068 | 55 | i
34 | O=C(CS(=O)(=O)Cc1ccccc1)Nc1nc(-c2ccccn2)cs1 | 0.13 | 47 | i
35 | O=C(NCCN1CCC(c2cccs2)CC1)C(=O)Nc1ccc(F)c(Cl)c1 | 0.11 | 65 | i
36 | CCCCOc1ccc(S(=O)(=O)N2CCC(C)CC2)cc1 | 0.091 | 65 | i
37 | COc1ccc2nc(N(CCN3CCOCC3)C(=O)C3CCCCC3)sc2c1 | 0.044 | 56 | i
38 | Cc1ccc(-c2ccc(OCCNC(=O)Cc3ccc(Cl)cc3)nn2)cc1 | 0.079 | 66 | i
39 | COc1ccc(C)cc1NC(=O)CC1=NS(=O)(=O)c2ccccc2N1 | 0.092 | 61 | i
40 | CCOC(=O)c1cnc2c(-c3ccccc3)c(C)nn2c1N | 0.11 | 36 | i
41 | COc1ccc(C)cc1S(=O)(=O)NCC(c1ccc(F)cc1)N1CCN(C)CC1 (stereo not drawn) | 0.054 | 50 | i
42 | COc1ccc(CCNC(=O)Cn2cnc(-c3ccccc3)cc2=O)cc1OC | 0.082 | 47 | i
43 | COc1ccc(CNC(=O)Nc2ccc3c(c2)N(C(=O)c2ccccc2)CCC3)cc1OC | 0.081 | -1 | i
44 | CC1CN(CC(O)COCc2ccc(Cl)cc2)CC(C)O1 (stereo not drawn) | 0.027 | 44 | i
45 | COc1ccc(Cn2c(=O)oc3ccc(Cl)cc32)cc1 | 0.1&0.037 | 46&91 | i
46 | Cn1c(=O)c2c(nc3n2CC(c2ccccc2)=NN3CC(=O)OCc2ccccc2)n(C)c1=O | 0.066 | 32 | i
47 | O=[N+]([O-])c1cccc(-c2csc(-c3ccccn3)n2)c1 | 0.14 | 60 | i
48 | NS(=O)(=O)c1ccc(NC(=O)c2ccc(-c3ccccc3F)o2)cc1 | 0.089 | 52 | i
49 | O=c1nc(SCc2cccc3ccccc23)c2c(n1CCCO)CCCC2 | 0.081 | 67 | i
50 | COc1ccc(S(=O)(=O)N2CCCOC2CNC(=O)C(=O)NC2CCCC2)cc1C (stereo not drawn) | 0.09 | 61 | i
51 | O=C(Cn1c(-c2cnccn2)nc2ccccc21)NCCCc1ccccc1 | 0.091 | 55 | i
52 | COCCn1c(N2CCN(c3ccccc3)CC2)nc2c1c(=O)n(C)c(=O)n2C | 0.083 | 64 | i
53 | CC(C)Cn1cnc2c(nnn2C)c1=O | 0.09 | 50 | i
54 | Cc1ccc(NC(=O)CN2CCC(c3nnc(C(C)C)o3)CC2)cc1Cl | 0.055 | 63 | i
55 | Cc1ccc2cc(CNc3ccccc3)c(=O)n(CC(=O)Nc3ccc4c(c3)OCCO4)c2c1 | 0.14 | 45 | i
56 | COCCNC(=O)C(=O)NCC1OCCCN1S(=O)(=O)c1ccc(OC)c(C)c1 (stereo not drawn) | 0.1 | 65 | i
57 | COCCn1c(=NC(=O)CS(=O)(=O)c2ccc(OC)cc2)sc2cc(F)cc(F)c21 | 0.026 | 42 | i
58 | Cc1cc(NS(=O)(=O)c2ccc(NC(=O)c3cc(Cl)sc3Cl)cc2)no1 | 0.16 | 66 | i
59 | O=C(c1cnn2ccccc12)N1CCN(S(=O)(=O)c2ccccc2F)CC1 | 0.1 | 58 | i
60 | O=C(O)C1(c2cccs2)CCCC1 | 0.024 | 38 | i

Complete entries as entered above.
Listed for Cc1cc(NS(=O)(=O)c2ccc(NC(=O)c3cc(Cl)sc3Cl)cc2)no1 = AMPAR-TARP mod agonism max-min: 0.16; AMPAR-TARP mod glutamate slope: 66; AMPAR-TARP mod: i
Listed for O=C(c1cnn2ccccc12)N1CCN(S(=O)(=O)c2ccccc2F)CC1 = AMPAR-TARP mod agonism max-min: 0.1; AMPAR-TARP mod glutamate slope: 58; AMPAR-TARP mod: i
Listed for COc1ccc(S(=O)(=O)N2CCCOC2CNC(=O)C(=O)NC2CCCC2)cc1C (stereo not drawn) = AMPAR-TARP mod agonism max-min: 0.09; AMPAR-TARP mod glutamate slope: 61; AMPAR-TARP mod: i

The list continues.
entry | canonical_smiles | AMPAR-TARP mod agonism max-min | AMPAR-TARP mod glutamate slope | AMPAR-TARP mod
61 | Cc1ccc(NC(=O)Cn2c(=O)oc3ccccc32)cc1C | 0.055 | 34 | i
62 | CCN1CCCc2cc(CCNC(=O)C(=O)Nc3ccc(C)c(Cl)c3)ccc21 | 0.075 | 14 | i
63 | O=C(Nc1cccc(N2CCCC2=O)c1)Oc1ccccc1 | 0.1 | 51 | i
64 | CSc1cccc(NC(=O)C(=O)NCC(c2cccc3ccccc23)N2CCOCC2)c1 (stereo not drawn) | 0.1 | 68 | i
65 | CC(=O)Nc1ccc(C(=O)NCCCn2cccc2)cc1 | 0.089 | 61 | i
66 | COC(=O)C1=C(CS(=O)(=O)c2ccc(F)c(Cl)c2)NC(=O)NC1c1ccccc1 (stereo not drawn) | 0.092 | 53 | i
67 | CCOC(=O)N1CCN(CC(O)COc2ccc(Cl)cc2)CC1 (stereo not drawn) | 0.04 | 48 | i
68 | CCOC(=O)C1=C(C)N=C2SCCC(=O)N2C1c1cccc([N+](=O)[O-])c1 (stereo not drawn) | 0.089 | 53 | i
69 | CSCCc1nc(SCC(=O)Nc2cccc3ccccc23)[nH]c1C | 0.072 | 28 | i
70 | COc1ccc(S(=O)(=O)Nc2nc(C(=O)NCc3ccc4c(c3)OCO4)cs2)cc1 | 0.063 | 37 | i
71 | CC(=O)c1cc(C(=O)OCC(=O)Nc2ccc(C)cc2)c2ccccn12 | 0.11 | 51 | i
72 | O=C(Nc1sc2c(c1-c1nc3ccccc3s1)CCCC2)c1ccccc1 | 0.071 | 31 | i
73 | CC(C)C(=O)N1CCCc2cc(NC(=O)c3cccc(F)c3)ccc21 | 0.06 | 48 | i
74 | O=C(c1ccc(Br)o1)N(C(=O)N1CCCCC1)c1cccc(Cl)c1 | 0.032 | 51 | i
75 | Cc1ccc(-n2ncc3c(=O)n(NC(=O)CCC4CCCC4)cnc32)cc1 | 0.079 | 76 | i
76 | COc1ccc(-c2ccc(=O)n(CCNS(=O)(=O)c3ccccc3)n2)cc1 | 0.054 | -3 | i
77 | CCOC(=O)CCC(=O)N1CCN(c2ncnc3c2nnn3C)CC1 | 0.041 | 36 | i
78 | Cc1nnc(SCCn2c(N3CCOCC3)nc3c2c(=O)n(C)c(=O)n3C)s1 | 0.21* | 73* | +
79 | Cc1ccc(NC(=O)C(=O)NCC(c2cccn2C)N2CCN(C)CC2)cc1 (stereo not drawn) | 0.071 | 58 | i
80 | COc1ccccc1CCNC(=O)C(=O)Nc1cccc(NC(C)=O)c1 | 0.097 | 64 | i
81 | COC(=O)c1ccc(NC(=O)Cc2cc(-c3ccc(F)cc3F)on2)cc1 | 0.078 | 41 | i
82 | C=CCc1cccc2cc(C(N)=O)c(=Nc3cccc(O)c3)oc12 | 0.092&0.067 | 66&120 | i
83 | COc1cc(COCC2CCN(CC(=O)NCc3ccc(F)cc3)CC2)cc(OC)c1 | 0.063 | 62 | i
84 | CC(=O)OCCCN1C(=O)c2ccc(Oc3cccc([N+](=O)[O-])c3)cc2C1=O | 0.092 | 40 | i
85 | CCc1cc(CC)n(-c2nc3c(c(=O)n(CC(N)=O)c(=O)n3C)n2C)n1 | 0.12 | 59 | i
86 | Cc1noc(C)c1S(=O)(=O)N1CCC(c2nnc(C(C)C)o2)CC1 | 0.11 | 52 | i
87 | O=C(CS(=O)(=O)c1ccc(Cl)s1)N1CCN(c2ccc(F)cc2)CC1 | 0.13 | 50 | i
88 | O=S(=O)(Cc1ccccc1)NCC(O)c1ccsc1 (stereo not drawn) | 0.1 | 67 | i
89 | OC(CNC1CCCC1)COc1ccc2ccccc2c1 (stereo not drawn) | 0.056 | 57 | i
90 | CC(CN1CCN(c2ccccn2)CC1)C(=O)O (stereo not drawn) | 0.11 | 57 | i
91 | CCOc1ccc(NC(=O)C2CC(=O)N(c3cc(OC)ccc3OC)C2)cc1 (stereo not drawn) | 0.11 | 65 | i
92 | COc1cc(C)c(C)cc1S(=O)(=O)Nc1ccc2c(c1)N(S(C)(=O)=O)CCC2 | 0.081 | 51 | i
93 | CC(C)N(CCSc1ccc(NC(=O)C2CC2)nn1)C(C)C | 0.11 | 44 | i
94 | CCCCOc1ccc(C(=O)N2c3ccccc3CC2C(=O)NCC)cc1 (stereo not drawn) | 0.05 | 55 | i
95 | CC(=O)c1cccc(NS(=O)(=O)c2ccc(Oc3ccccc3Cl)cc2)c1 | 0.11 | 62 | i
96 | CCC(=O)Nc1sc(SCC(=O)NC2CC2)nc1-c1ccccc1 | 0.05 | 31 | i
97 | COc1ccc(-c2csc(CN3CCN(C(=O)Cn4ccc5ccccc54)CC3)n2)cc1 | 0.16 | 53 | i

Screen by screen, from the results shown.
AMPAR-TARP mod agonism max-min for entries 91 to 97: 0.11, 0.081, 0.11, 0.05, 0.11, 0.05, 0.16
AMPAR-TARP mod for entries 91 to 97: i, i, i, i, i, i, i
AMPAR-TARP mod glutamate slope for entries 91 to 97: 65, 51, 44, 55, 62, 31, 53

An excerpt. The share of hits here may be higher or lower than overall.
